MOR-DOR inv ag: inverse agonist of human OPRM1-OPRD1 heterodimerization. P35372+P41143. cell-based MOR-DOR heterodimer luminescence, inverse agonism. inhibition, % at 9.3 µM. 0.21% of 340,000 active; in the data active = inhibition above about 22%, passing the limit was not always enough;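 also: 0% = cells with DMSO and 100% = wells without cells with DMSO; values of inactives mirror those of a sister screen read the other way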
Keap1 Nrf2 FP: Keap1-Nrf2 (human) interaction inhibition; Q14145; inhibition, % at 9.4 µM; AID 504523; 0.15% of 340,000 active; Keap1 Kelch-Nrf2 peptide fluorescence polarization, 1536-well; in the data active = inhibition above about 12%; inconclusive = no clear call, values can overlap the other calls; inactive = below about 7.3%;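 also: human Keap1 Kelch domain with fluorescein labeled Nrf2 9mer peptide probe; 0% = neutral control wells and 100% = peptide positive control; higher means more block of Keap1 binding to Nrf2 peptide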
RTF Ca sens act: increases calcium sensitivity of human cardiac regulated thin filaments; AID 493008; activation, % at 7.2 µM; 0.24% of 340,000 active; IANBD-labeled TnC RTF fluorescence at EC20 calcium; 0% EC20 calcium, 100% full calcium;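 active = activation above the mean over all tested compounds plus 3 SD, cut at about 30% in these data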;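 also: rise in fluorescence read as greater calcium sensitivity of cardiac thin filaments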
Wnt bcat act: activators of Wnt/beta-catenin signaling | Wnt/beta-catenin reporter cell assay, activator, plate reader | activation, % at 9.35 µM | 1.2% of 300,000 active; in the data active = activation above about 30%, passing the limit was not always enough; inconclusive = no clear call, values can overlap the other calls;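 also: 0% = neutral control wells and 100% = positive control wells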
C-LANA FP: blocks KSHV LANA C-terminal domain binding to DNA | 0.078% of 340,000 active | inhibition, % at 9 µM | MBP-C-LANA/FAM-LBS DNA binding, fluorescence polarization;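 active = highest replicate inhibition at or above 60% at 9 µM, even if other replicates fall short; inactive = all replicates below 60% inhibition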;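 also: 0% = neutral control wells and 100% = 4 µM acridine orange control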
MOR-DOR ag: agonists of human mu-delta opioid receptor heterodimerization; cells, OPRM1-OPRD1 heterodimerization, luminescence; activation, % at 9.3 µM; 0.3% of 340,000 active; in the data active = activation above about 18%;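 also: 0% = vehicle-treated cells and 100% = reference agonist; values of inactives mirror those of a sister screen read the other way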
Arr AP2 block: human beta-arrestin and AP2 interaction inhibition; inhibition, % at 10 µM; AID 504490; 0.31% of 340,000 active; FITC-arrestin peptide / GST-AP2 beads, flow cytometry; AP2 beta2 appendage carries R879A mutation;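 active = inhibition above a set limit, near 3 SD of compounds lacking own fluorescence, cut at about 54% in these data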;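 also: plate controls were DMSO wells for no effect and 5 µM unlabelled arrestin peptide for full effect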
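System: GST-AP2 R879A glutathione beads. Medium: PBS with 0.05% Tween 20 and 0.1% BSA. Also added: FITC-arrestin peptide, 50 nM. Incubation: 12 min plus 1 h, RT. Measured by: high-throughput flow cytometry of beads, ex 488, em 535 nm. Evaluation: percent drop in bead-associated FITC signal.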
DSG3 Ab inh: blocks pemphigus antibody binding to human desmoglein-3. DSG3-coupled beads, scFv-anti-DSG3-GFP binding, flow cytometry; stronger effect = lower value. binding (percent of control), % at 10 µM. AID 588358. 0.48% of 310,000 active. P32926;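 active = binding more than 3 SD below its plate's average and above zero; inconclusive = below that plate limit but binding exactly zero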;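 also: hits lower antibody fragment binding to DSG3; some compounds called inactive have numbers as strong as hits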
Target sequence (P32926 whole entry, looked up, the tested form may be a part): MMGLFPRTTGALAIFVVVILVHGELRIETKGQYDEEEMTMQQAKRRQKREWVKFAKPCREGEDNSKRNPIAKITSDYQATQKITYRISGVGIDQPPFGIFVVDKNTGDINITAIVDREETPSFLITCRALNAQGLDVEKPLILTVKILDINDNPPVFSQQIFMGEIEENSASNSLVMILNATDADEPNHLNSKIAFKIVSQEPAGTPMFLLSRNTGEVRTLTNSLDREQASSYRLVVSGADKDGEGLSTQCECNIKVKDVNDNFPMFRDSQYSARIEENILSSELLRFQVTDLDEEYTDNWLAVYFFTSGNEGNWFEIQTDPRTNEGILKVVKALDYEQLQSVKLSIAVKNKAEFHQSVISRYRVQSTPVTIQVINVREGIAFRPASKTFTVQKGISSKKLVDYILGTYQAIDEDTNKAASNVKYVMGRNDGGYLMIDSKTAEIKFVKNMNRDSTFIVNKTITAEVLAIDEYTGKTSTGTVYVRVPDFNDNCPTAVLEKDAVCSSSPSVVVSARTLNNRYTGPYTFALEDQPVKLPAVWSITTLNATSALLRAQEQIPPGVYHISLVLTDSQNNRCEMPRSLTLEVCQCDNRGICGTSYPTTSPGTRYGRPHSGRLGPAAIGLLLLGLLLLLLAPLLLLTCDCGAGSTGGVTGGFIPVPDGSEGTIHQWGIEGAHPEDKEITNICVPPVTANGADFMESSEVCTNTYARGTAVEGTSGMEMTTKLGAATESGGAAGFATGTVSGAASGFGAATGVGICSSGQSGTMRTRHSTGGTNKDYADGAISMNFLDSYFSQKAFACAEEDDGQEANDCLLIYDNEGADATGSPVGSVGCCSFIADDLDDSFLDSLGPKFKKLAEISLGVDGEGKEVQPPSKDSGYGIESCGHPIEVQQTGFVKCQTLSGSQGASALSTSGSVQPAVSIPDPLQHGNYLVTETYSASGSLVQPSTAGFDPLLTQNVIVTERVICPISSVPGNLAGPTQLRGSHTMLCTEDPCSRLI
Cardiac RTF inh: cardiac RTF calcium desensitization; P19429+P45379; IANBD-labeled cardiac RTF, Ca2+ fluorescence; inhibition, % at 7.15 µM; 0.12% of 340,000 active; AID 493244;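 active = inhibition above the mean inhibition of all tested compounds plus 3 SD, cut at about 17% in these data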;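 also: assay run at fixed EC70 calcium of 1.6 mM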
V-ATPase pH: alters yeast V-ATPase proton transport | S. cerevisiae, pHLuorin cytosolic pH fluorescence | response, % at 10 µM | 0.37% of 350,000 active | AID 504577; in the data active = response mostly above about 7.3%, no sharp cut-off; inactive = mostly below about 5.4%; also: actives read high; inactives centre near 0; some compounds called inactive have numbers as strong as hits; reference of the scale not given here
* marks the source's active call; other numbers are inactive results; ? = inconclusive; . = not tested or not shown.

A first look (3 entries):
SMILES	MOR-DOR inv ag	Keap1 Nrf2 FP	RTF Ca sens act	Wnt bcat act	C-LANA FP	MOR-DOR ag	Arr AP2 block	DSG3 Ab inh	Cardiac RTF inh	V-ATPase pH
O=[N+]([O-])c1ccc(C(O)CN2CCOCC2)cc1 (centres undefined)	-10	-1	-7	-3	-1.2	1.2	17	105	-43	-1
O=C(Nc1ccc(N2CCN(C(=O)c3ccccc3)CC2)c(Cl)c1)c1ccc(Br)o1	3	-6	1	-4	1.4	-0.5	-1	102	-8	-1
Cc1cc(C)c(S(C)(=O)=O)c(Oc2cccc(C(F)(F)F)c2)n1	-3	1	6	-1	2.9	0.6	14	104	-11	2

This part in full, previewed entries included:
SMILES	MOR-DOR inv ag	Keap1 Nrf2 FP	RTF Ca sens act	Wnt bcat act	C-LANA FP	MOR-DOR ag	Arr AP2 block	DSG3 Ab inh	Cardiac RTF inh	V-ATPase pH
O=[N+]([O-])c1ccc(C(O)CN2CCOCC2)cc1 (centres undefined)	-10	-1	-7	-3	-1.2	1.2	17	105	-43	-1
O=C(Nc1ccc(N2CCN(C(=O)c3ccccc3)CC2)c(Cl)c1)c1ccc(Br)o1	3	-6	1	-4	1.4	-0.5	-1	102	-8	-1
Cc1cc(C)c(S(C)(=O)=O)c(Oc2cccc(C(F)(F)F)c2)n1	-3	1	6	-1	2.9	0.6	14	104	-11	2
COc1cc(OC)cc(C(=O)Nc2cccc(C(C)=O)c2)c1	-6	4	-6	.	0.4	1.3	3	101	-3	0
COc1ccc(CCNC(=O)COC(=O)c2ccc(N3CCCC3=O)cc2)cc1	-4	-5	-2	.	-2.1	0.6	19	95	0	-1
O=c1c2ccccc2c(C=NCCc2ccccc2)c(O)n1Cc1ccccc1	3	-2	-4	.	0.3	-0.6	-4	107	3	2
CCOC(=O)C(C(C)=O)=C1SC2CS(=O)(=O)CC2S1 (centres undefined)	6	-5	2	-1	-0.7	-1.0	4	104	-1	1
CC(C)(C)C(=O)Nc1cc(S(=O)(=O)Nc2ccc(Cl)cc2)ccc1Cl	-49	-1	1	-2	-1.4	7.8	0	99	3	0
C/C(=C/C(=O)N1CCN(C)CC1)C(=O)O	7	2	-4	1	1.3	-1.3	25	98	-13	-3
O=C(Nc1nc2ccccc2[nH]1)c1ccc(F)cc1	6	-2	-4	9	-0.9	-1.1	30	90	-2	8
CCOC(=O)N/N=C/c1c(F)c(F)c(F)c(F)c1F	7	2	-4	8	-0.8	-1.4	7	85	-4	2
CNC(=S)SCCOc1ccccc1	3	4	6	1	-4.3	-0.6	13	116	-10	-4
Cc1ccc(N(C(=O)c2ccccc2Cl)C2=NC(C)CS2)c(C)c1 (centres undefined)	-15	-1	3	-7	-0.3	3.0	2	101	-10	1
CCN(C(=O)COC(=O)/C=C/c1cnc2ccccc2n1)C1CCS(=O)(=O)C1 (centres undefined)	-1	-4	6	0	-1.1	0.1	0	121	-6	2
O=C(N/N=C/c1ccoc1)c1cccc(OC(F)(F)C(F)F)c1	3	3	3	0	1.3	-0.5	32	104	-4	3
O=C(Oc1cccc2c(OC(=O)N3CCOCC3)cccc12)N1CCOCC1	9	1	0	.	2.0	-1.8	20	98	6	-3
Cc1ccc(C)c(N2CCN(C(=O)c3ccc(NS(=O)(=O)c4c(C)noc4C)cc3)CC2)c1	-16	3	1	.	0.9	2.9	0	102	-9	-1
O=C(Nc1cccc(Cl)c1Cl)c1ccc(-c2ccccc2)cc1	-1	-2	-1	.	0.6	0.2	24	102	7	2
CC(C)n1c(S(=O)(=O)O)nc2ccccc21	7	-6	10	.	-1.4	-1.4	-12	107	-7	2
O=[N+]([O-])c1ccc(O)c2ncccc12	-27	-5	-4	-3	-0.3	4.9	-6	105	4	2
CN1CCN(c2nc(Nc3ccc(O)cc3)nc3ccccc23)CC1	-5	8	4	-1	-0.2	0.8	37	97	5	8
CCOC(=O)c1c(C)[nH]c(C)c1C(=O)COc1ncnc2cc([N+](=O)[O-])ccc12	-31	-2	-4	-4	-1.4	6.7	39	90	5	3
Cc1cc(C(F)(F)F)nc(SCC(=O)Nc2nccs2)n1	18	0	-3	0	0.0	-3.2	-12	98	-6	2
COc1cc(/C=N/n2cnnc2-n2nc(C)cc2C)cc([N+](=O)[O-])c1O	21	2	-2	5	1.5	-4.0	-3	90	-5	-4
COc1ccc(/C=C/C(=O)Nc2ccccc2F)cc1S(=O)(=O)N1CCOCC1	14	-1	-2	-3	-0.9	-2.7	16	123	1	0
Nn1c(SCC(=O)N2CCCC2=O)nnc1-c1cccs1	-2	1	3	-2	-0.1	0.3	22	93	2	6
COc1ccccc1-c1ccc(NC2CCCC2)nn1	9	4	0	.	0.8	-1.6	-1	104	0	0
COc1cc(SC)ccc1C(=O)N1CCN(S(=O)(=O)/C=C/c2ccccc2)CC1	-3	-5	-1	-3	1.2	0.8	1	107	-3	0
O=C(CCN1CCOCC1)NC12CC3CC(CC(C3)C1)C2	12	1	-1	-3	0.4	-2.7	-4	92	-10	-2
CCOCCn1c(SCc2cccc(C)c2)nc2c1c(=O)[nH]c(=O)n2C	0	-1	1	0	0.9	-0.1	-6	81	-2	0
COc1ccc(N2CCN(C(=O)c3cccc(F)c3)CC2)c([N+](=O)[O-])c1	9	-4	2	0	0.2	-1.8	16	103	-9	1
CN(C)c1ccc(-c2noc(C3CCN(S(=O)(=O)c4cccc(C(=O)O)c4)CC3)n2)cc1	10	1	-3	-2	-1.1	-1.8	-36	98	-9	1
Cc1cccc(C)c1NC(=O)/C(C#N)=C/c1ccc(-c2ccc(C(=O)O)cc2)o1	-6	-9	-5	21	0.2	0.8	-15	100	-13	-3
O=C(OCC(CO)OC(CO)n1ccc(=O)[nH]c1=O)c1ccccc1 (centres undefined)	10	-5	6	-3	-0.5	-1.8	-2	106	-2	2
Cc1cccc2sc(NC(=O)CSCc3ccccc3)nc12	-40	1	4	.	-1.0	7.0	-1	99	-3	-1
O=C(c1n[nH]c2ccccc12)N1CCN(c2ccc(F)cc2)CC1	3	-1	-1	2	1.6	-0.6	15	121	-3	-2
C=C(C)CC(c1ccccc1)N(C(C)=O)c1ccco1 (centres undefined)	-10	0	-1	3	-1.7	1.4	29	92	-6	-3
CCOc1ccc(NC(=O)c2ccc(NC(=S)NC3CCCCC3)cc2)cc1	-56	-5	0	-1	0.8	11	3	121	3	-2
COc1cc(OC)c(S(=O)(=O)N2CCN(C(=O)c3ccccc3F)CC2)cc1NC(C)=O	12	-3	7	-2	-1.9	-2.6	27	.	-6	1
O=C(CNC(=O)c1sc2ccccc2c1Cl)NCc1ccccc1	-21	-3	-2	0	0.0	4.1	0	100	-4	4
CCOC(=O)CN1CCC(c2ccccc2)CC1	6	0	-4	-1	-0.5	-0.9	4	91	-25	-1
CCOC(=O)c1c(CSc2ccccc2)oc2cc(Br)c(O)c(CN(C)C)c12	-8	0	-5	-3	0.9	1.5	-7	107	-7	-3
COc1cc([N+](=O)[O-])ccc1NC(=O)Cc1ccccc1	-4	0	-5	1	-0.6	0.8	5	122	-1	1
O=C(NCc1cccs1)c1cc(S(=O)(=O)N2CCOCC2)c(Cl)cc1Cl	7	0	-5	-4	-0.2	-2.1	7	111	-7	3
CC(=O)NC1CSCC1OC(C)=O (centres undefined)	1	2	5	.	-0.6	-0.1	0	106	-2	1
CCc1ccc(NC(=O)CSc2nnc(-c3ccco3)o2)cc1	14	-2	0	4	0.3	-2.4	8	.	-5	5
CCc1nnc(NC(=O)c2ccc3ccccc3n2)s1	14	1	2	7	-1.3	-2.7	32	106	-15	-1
CN1CCN(c2ccccc2NC(=O)c2cc(Br)ccc2Cl)CC1	6	-7	-6	.	-0.7	-1.4	5	111	-3	-1
CN1CCc2c(n(CC(O)CNCc3ccccc3)c3ccccc23)C1=O (centres undefined)	2	-6	-2	-2	1.5	-0.3	4	88	-15	0
COc1ccc(-c2cn[nH]c2-c2ccc(OCc3ccccc3)cc2O)cc1	-60	-1	3	-7	-0.4	11	18	106	-6	3
CCOC(=O)N1CCN(C(=O)CN(Cc2ccccc2)S(=O)(=O)c2ccc(OC)c(Cl)c2)CC1	-5	-6	3	.	1.4	0.8	-5	104	-5	2
COc1ccccc1N1CCN(C(=O)CSc2nc(C)c(Cc3ccccc3)c(=O)[nH]2)CC1	3	-3	-5	.	-1.0	-0.5	-2	105	1	0
CCN(CC(=O)Nc1c(F)cccc1F)C(=O)CCC(=O)c1ccc(F)cc1	9	0	1	2	-1.7	-1.4	-4	101	-1	1
Cc1ccc(-n2ncc3c(=O)n(CC(=O)NCc4ccco4)cnc32)cc1	2	-4	-2	-2	-0.9	-0.3	3	103	2	2
C=CCn1c(C)cc(C2=NNC(=Nc3ccc(C)cc3)SC2)c1C	3	-6	-1	.	2.6	-0.6	26	102	-6	-3
O=C(CN1c2ccccc2Sc2ccccc21)N/N=C/c1ccc([N+](=O)[O-])cc1	-53	-1	10	1	2.3	11	7	105	-8	-5
CC(=O)N1CCN(c2nc(N)c(C#N)c(CC#N)c2C#N)CC1	7	-7	2	4	-3.7	-1.4	-11	101	-1	-2
COc1ccc(-c2nc(CSCC(=O)NCCCN3CCCC3=O)c(C)o2)cc1OC	24	-1	3	-2	1.2	-4.8	4	109	-5	3
COc1ccc(N/C=C(\C#N)c2nc3ccccc3n2C)c(OC)c1	10	2	-6	.	3.2	-1.9	26	99	-3	2
CC1=CC(C)C(C(=O)O)C(C(=O)O)C1 (centres undefined)	-2	1	5	-2	1.7	0.3	6	104	-2	0
(cont.)
SMILES	MOR-DOR inv ag	Keap1 Nrf2 FP	RTF Ca sens act	Wnt bcat act	C-LANA FP	MOR-DOR ag	Arr AP2 block	DSG3 Ab inh	Cardiac RTF inh	V-ATPase pH
COc1ccc(Nc2ncccc2C(=O)Nc2ccccc2)cc1	9	3	-4	-1	0.5	-1.6	26	94	3	-2
CC(C)(C)NC(=O)COC(=O)CCC(=O)c1ccc(F)cc1	4	-1	-2	0	0.3	-0.9	11	106	-15	-4
COC(=O)c1ccc(/C=N/NC(=O)C(=O)NCc2ccccc2)cc1	6	0	3	-2	-1.2	-1.1	-3	104	-5	0
COC(=O)c1c(-c2cccnc2)csc1NC(=O)c1ccc2c(c1)OCO2	1	-2	-2	6	0.4	-0.3	22	100	1	-5
CN(C)C(CNC(=O)c1cccc(S(=O)(=O)Nc2ccccc2Cl)c1)c1ccccc1 (centres undefined)	-17	4	-7	-1	-1.5	3.4	36	107	-14	6
NS(=O)(=O)c1ccc(NC(=O)COc2ncnc3sccc23)cc1	9	-1	3	11	0.9	-1.7	2	88	1	-1
COC(=O)c1cn(-c2ccccc2)nc1-c1ccccc1	0	-3	-2	.	-0.4	-0.1	36	.	-6	2
CCc1ccc(/C=C2/SC(=S)N(CCCC(=O)Nc3ccccc3C(=O)O)C2=O)cc1	5	2	-3	-3	1.6	-0.9	4	104	1	-4
Cc1c(/C=C/C(=O)c2ccc(O)cc2)cnn1C	4	-5	7	?	1.3	-0.8	10	122	-11	4
COCCn1cnc2c1c(=O)n(CC(=O)NCC(F)(F)F)c(=O)n2Cc1ccccc1	18	3	0	1	-0.5	-3.9	-22	116	0	4

Outcome played no part in choosing rows; 3.1% or so of the library scored in one or more.
